Screening results as filed in PubChem.
NPR2 activator: GC-B (human) receptor activation; P20594; HEK293-GC-B cells, CNP EC30, cGMP TR-FRET; 0% at EC30 CNP, 100% saturating CNP; activation, % at 10 µM; 370,000 compounds, 0.11% hits; AID 1920062;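 active = activation at 10 µM reaching about 35% in either raw or pattern-adjusted values, limit read from the data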
Target sequence (P20594 whole entry, looked up): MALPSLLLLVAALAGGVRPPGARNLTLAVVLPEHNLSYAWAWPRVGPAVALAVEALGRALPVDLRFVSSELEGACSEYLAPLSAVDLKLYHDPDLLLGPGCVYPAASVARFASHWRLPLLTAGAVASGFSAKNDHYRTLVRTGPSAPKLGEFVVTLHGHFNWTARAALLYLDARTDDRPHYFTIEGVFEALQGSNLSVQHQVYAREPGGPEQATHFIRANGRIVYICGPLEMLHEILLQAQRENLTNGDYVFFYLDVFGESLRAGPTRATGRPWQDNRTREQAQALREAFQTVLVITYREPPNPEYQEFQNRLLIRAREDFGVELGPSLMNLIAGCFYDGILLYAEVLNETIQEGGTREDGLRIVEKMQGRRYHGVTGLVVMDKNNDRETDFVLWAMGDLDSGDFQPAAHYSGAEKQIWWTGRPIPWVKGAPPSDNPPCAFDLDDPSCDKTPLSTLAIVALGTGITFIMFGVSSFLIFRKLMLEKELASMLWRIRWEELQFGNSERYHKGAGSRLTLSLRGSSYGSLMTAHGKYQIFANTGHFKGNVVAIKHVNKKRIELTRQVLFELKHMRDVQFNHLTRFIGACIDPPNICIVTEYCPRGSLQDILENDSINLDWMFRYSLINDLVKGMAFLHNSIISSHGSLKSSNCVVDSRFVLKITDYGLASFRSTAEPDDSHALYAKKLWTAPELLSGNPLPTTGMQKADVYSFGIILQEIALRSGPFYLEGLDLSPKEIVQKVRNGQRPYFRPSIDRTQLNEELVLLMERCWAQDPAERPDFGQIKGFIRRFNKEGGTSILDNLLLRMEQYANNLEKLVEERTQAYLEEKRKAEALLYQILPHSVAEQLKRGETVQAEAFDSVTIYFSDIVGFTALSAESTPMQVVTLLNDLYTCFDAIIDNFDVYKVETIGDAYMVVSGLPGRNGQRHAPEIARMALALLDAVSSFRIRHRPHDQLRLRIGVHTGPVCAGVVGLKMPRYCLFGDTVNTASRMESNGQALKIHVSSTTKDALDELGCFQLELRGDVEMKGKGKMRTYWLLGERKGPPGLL
mABHD4 FP: ABHD4 (mouse) inhibition, primary FP screen | 370,000 compounds, 0.54% hits | inhibition, % at 8.92 µM | AID 720543 | purified mABHD4, FP-Rh probe fluorescence polarization;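 active = inhibition exceeding the mean over every tested compound plus 3 SD, cut at about 30% in these data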;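 note: 0% = plate median of compound wells and 100% = S159A mutant with DMSO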
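Test system: mABHD4 protein | Buffer or medium: HEPES pH 7.0 buffer, 150 mM NaCl, 0.01% Pluronic F-127 | Probe or stimulus: FP-Rh fluorescent activity-based probe, added after compound pre-incubation | Timing: Pre-incubation 45 min, probe exposure 60 min, at 25 °C | Technique: Fluorescence polarization, excitation 525 nm, emission 598 nm, BODIPY TMR filters | Repeats: Single well per compound (singlicate)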
ARFGAP1 inh: inhibits rat ARF GTPase activating protein 1; Q62848; Arfgap1-stimulated ARF1 GTP hydrolysis, GDP FP detection; inhibition, % at 16.5 µM; 360,000 compounds, 0.26% hits; AID 651572;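 active = inhibition above a per-plate limit, mean inhibition of low control wells plus 3 SD, cut at about 25% in these data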;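 note: 0% = DMSO wells with enzyme and 100% = wells lacking Arfgap1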
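Material: truncated rat Arfgap1 GAP domain; Incubation: compound-enzyme preincubation 20 min, reaction 120 min, detection 60 min, 25 °C; Read-out: percent inhibition of Arfgap1-stimulated GTP hydrolysis; Technique: FP, GDP Alexa 633 tracer displaced from anti-GDP antibody, 620/688 nm; Controls: No-Arfgap1 wells (100%) versus DMSO full-reaction wells (0%); Replication: single well per compound.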
SMARCA2 act: increases SMARCA2 function in MMTV reporter cells | MG213 cells, MMTV-luciferase reporter, dexamethasone, overnight | activation, % at 9.1 µM | 370,000 compounds, 1% hits | AID 652017; in the data active = activation above about 7.8%;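 note: 0% = vehicle wells and 100% = reference activator wells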
GC-A act: GC-A (human) enzyme activation | P16066 | HEK293 GC-A cells, cGMP TR-FRET, EC30 ANP; 0% at EC30 ANP, 100% saturating ANP | activation, % at 10 µM | 370,000 compounds, 0.14% hits | AID 1671463; in the data active = activation above about 40%
HTRA1 inh: blocks human HTRA1 serine peptidase | inhibition, % at 5.96 µM | recombinant HTRA1, FP-rhodamine activity-based probe, fluorescence polarization | 340,000 compounds, 0.5% hits | AID 504803 | Q92743; in the data active = inhibition above about 36%;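 note: 0% = enzyme with DMSO and 100% = wells lacking enzyme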
PG9 binder: binds the HIV-1 gp120 antibody PG9; 360,000 compounds, 0.43% hits; TR-FRET gp120-PG9 antibody binding; inhibition, % at 6.7 µM; in the data active = inhibition above about 8.5%
rCAG binder: binds r(CAG) RNA repeats; r(CAG) RNA repeat, TO-PRO-1 dye displacement fluorescence; inhibition, % at 3 µM; 370,000 compounds, 1.3% hits; AID 651821;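 active = inhibition above the plate cutoff, the mean of all test compounds on that plate plus 3 SD, cut at about 35% in these data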;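 note: 0% = DMSO alone and 100% = 100 µM mitoxantrone as full dye displacement; higher means more dye released from RNA so lower well fluorescence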
ASAP1 inh: ASAP1 ArfGAP inhibition | AID 624377 | 360,000 compounds, 0.19% hits | inhibition, % at 16.5 µM | ASAP1-stimulated ARF1 GTP hydrolysis, GDP FP detection; in the data active = inhibition above about 25%;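 note: 0% = vehicle with enzyme and substrate and 100% = no enzyme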
NR1D1 modulator: modulators of human Rev-erb alpha DNA binding; AID 1259318; 370,000 compounds, 0.79% hits; activity, % at 10 µM; Rev-erbα–FITC-DNA binding, fluorescence polarization, 90 min; P20393;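 active = activity above about 14%, limit read from the data; passing the limit was not always enough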;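 note: 0% = DMSO wells with 35 nM protein and 100% = DMSO wells with 750 nM protein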
The depositor's hits bear a star; · = not tested or not shown.

SMILES	NPR2 activator	mABHD4 FP	ARFGAP1 inh	SMARCA2 act	GC-A act	HTRA1 inh	PG9 binder	rCAG binder	ASAP1 inh	NR1D1 modulator
Cc1c(-c2ccccc2)nc(N)c(C#N)c1-c1cccnc1	3	7	7	-2	5	-1	-0.8	-6	10	-1
C=C(C)CNC(=S)N/N=C(\C)c1cccc(NC(C)=O)c1	0	0	10	1	-4	-10	-2.4	-4	-11	-3
Cc1[nH]c2ccccc2c1/C=N/NC(=O)c1cccs1	-2	10	11	2	-3	10	1.2	6	7	-1
COc1cccc(Oc2ccc(C(F)(F)F)cc2NC(=O)c2cccc(F)c2)c1	-2	-29	-1	-1	7	-28	1.2	-6	-8	0
CC1=CC(=O)N(c2ccc(C)cc2)C1c1ccc(Cl)cc1 (stereo unspecified)	-13	2	-13	-1	-20	-5	-3.1	0	7	4
COc1ccccc1OCC(=O)Nc1ccc(S(=O)(=O)N2CCCCCC2)cc1	0	-15	1	0	1	-36	-0.8	0	-3	5
Cc1ccc(N2C(=O)c3ccc(C(=O)N4CCN(Cc5ccccc5)CC4)cc3C2=O)cc1	5	-4	7	-2	0	-1	-0.9	-2	8	-1
CC(C)NC(=O)C1Cc2c(-c3ccc(Cl)cc3)ccnc2O1 (stereo unspecified)	3	-3	-6	-1	3	·	0.7	-1	7	-2
COc1cc(CN2CCN(C(=O)c3cccc4ccccc34)CC2)cc(OC)c1OC	5	11	8	0	0	5	-2.3	-5	2	2
C=CCn1c(=O)/c(=C/c2ccc(F)cc2)s/c1=C(\C#N)c1nnc2n1CCCCC2	-2	0	9	-2	1	-2	0.8	0	-7	3
O=C(c1ccccc1F)N1CCN=C1SCc1cccnc1	0	5	-1	-1	-6	0	-2.3	-1	5	3
CCOC(=O)c1sc2ncn(/N=C/N(C)C)c(=O)c2c1C	1	1	-3	1	6	5	0.3	-1	4	3
COc1ccc(NC(=O)CSc2nnc3ccc(-c4ccncc4)nn23)cc1	4	1	0	1	-1	-4	0.7	-1	-8	-6
COc1cc(/C=N/NC(=O)c2ccccc2)ccc1OS(=O)(=O)c1ccccc1	2	-17	7	12*	-11	-38	-3.3	1	-3	4
CCC(=O)OCC(=O)c1cc(C)n(-c2ccc(Br)cc2)c1C	5	-3	8	0	-6	-11	-1.4	-8	2	-8
CCOC(=O)[C@]12CCCC=C1N(Cc1ccco1)C(=O)[C@H](CC(=O)NCCCCc1ccccc1)C2	3	1	11	-6	-5	·	-1.6	1	-15	3
Cc1ccc(-c2cc(C(=O)N3CCCc4ccccc43)c3ccccc3n2)cc1	3	5	4	-2	-3	3	-0.6	4	3	-1
Cn1c(=O)n(C)c2cc(S(=O)(=O)NCc3ccco3)ccc21	3	-6	12	-2	0	6	1.1	1	13	-4
Cn1c(SCC(=O)N/N=C/c2cccs2)nc2ccccc21	5	3	-4	-1	-8	2	1.1	1	-6	0
COc1ccc2nc(NC(=O)CSc3nc(C)cc(C)n3)sc2c1	-7	-17	16	-1	16	-8	-0.7	3	-20	-1
Cc1cc(C(=O)COC(=O)c2ccc(CO)cc2)c(C)n1CC1COc2ccccc2O1 (stereo unspecified)	9	-16	3	-6	12	-35	0.2	5	18	-8
COCCn1c(Cc2ccccc2)nnc1SCC(=O)Nc1cc(C)on1	6	1	2	1	2	4	-2.6	-3	-6	-3
Cn1c(SCC(=O)Nc2nccs2)nnc1-c1ccncc1	8	-2	5	-2	0	-1	0.4	6	-2	-10
C/C(CCc1ccc2c(c1)OCO2)=N\N=C(/N)SC1CC(=O)N(c2ccc(Cl)cc2)C1=O (stereo unspecified)	-1	-6	6	-3	-4	-12	-0.9	22	10	0
CN1c2ccsc2C(O)=C(C(=O)Nc2ccccc2)S1(=O)=O	1	-4	8	-2	2	-7	0.5	3	-2	3
CCCN(CC(=O)Nc1ccccc1C)C(=O)COc1c(Cl)cccc1Cl	2	-3	-1	1	0	-7	1.8	-6	-14	6
COc1ccccc1/C=N/NC(=O)CN(C1=NS(=O)(=O)c2ccccc21)c1ccccc1	-8	-5	40*	-3	7	-11	-2.3	9	8	6
CC(=O)c1ccc(OC2(C)CCN(Cc3cccn3-c3nccs3)C2)cc1 (stereo unspecified)	-1	1	6	-2	-3	·	-1.6	-1	5	-1
CCCC(=O)Nc1c(C(=O)OCC)oc2ccccc12	1	2	-5	-1	-1	-7	0.3	1	1	4
CCCc1nnc(NC(=O)Cn2c(=O)oc3cc(Br)ccc32)s1	-1	-1	-8	0	0	9	-3.8	6	1	0

Reformatted with two lines to a compound: entries from further up.
Screens in order: NPR2 activator | mABHD4 FP | ARFGAP1 inh | SMARCA2 act | GC-A act | HTRA1 inh | PG9 binder | rCAG binder | ASAP1 inh | NR1D1 modulator
> COc1ccc2nc(NC(=O)CSc3nc(C)cc(C)n3)sc2c1
→ -7 | -17 | 16 | -1 | 16 | -8 | -0.7 | 3 | -20 | -1
> Cc1cc(C(=O)COC(=O)c2ccc(CO)cc2)c(C)n1CC1COc2ccccc2O1 (stereo unspecified)
→ 9 | -16 | 3 | -6 | 12 | -35 | 0.2 | 5 | 18 | -8
> COCCn1c(Cc2ccccc2)nnc1SCC(=O)Nc1cc(C)on1
→ 6 | 1 | 2 | 1 | 2 | 4 | -2.6 | -3 | -6 | -3
> Cn1c(SCC(=O)Nc2nccs2)nnc1-c1ccncc1
→ 8 | -2 | 5 | -2 | 0 | -1 | 0.4 | 6 | -2 | -10
> C/C(CCc1ccc2c(c1)OCO2)=N\N=C(/N)SC1CC(=O)N(c2ccc(Cl)cc2)C1=O (stereo unspecified)
→ -1 | -6 | 6 | -3 | -4 | -12 | -0.9 | 22 | 10 | 0
> CN1c2ccsc2C(O)=C(C(=O)Nc2ccccc2)S1(=O)=O
→ 1 | -4 | 8 | -2 | 2 | -7 | 0.5 | 3 | -2 | 3
> CCCN(CC(=O)Nc1ccccc1C)C(=O)COc1c(Cl)cccc1Cl
→ 2 | -3 | -1 | 1 | 0 | -7 | 1.8 | -6 | -14 | 6
> COc1ccccc1/C=N/NC(=O)CN(C1=NS(=O)(=O)c2ccccc21)c1ccccc1
→ -8 | -5 | 40* | -3 | 7 | -11 | -2.3 | 9 | 8 | 6
> CC(=O)c1ccc(OC2(C)CCN(Cc3cccn3-c3nccs3)C2)cc1 (stereo unspecified)
→ -1 | 1 | 6 | -2 | -3 | · | -1.6 | -1 | 5 | -1
> CCCC(=O)Nc1c(C(=O)OCC)oc2ccccc12
→ 1 | 2 | -5 | -1 | -1 | -7 | 0.3 | 1 | 1 | 4
> CCCc1nnc(NC(=O)Cn2c(=O)oc3cc(Br)ccc32)s1
→ -1 | -1 | -8 | 0 | 0 | 9 | -3.8 | 6 | 1 | 0

(next part)
SMILES	NPR2 activator	mABHD4 FP	ARFGAP1 inh	SMARCA2 act	GC-A act	HTRA1 inh	PG9 binder	rCAG binder	ASAP1 inh	NR1D1 modulator
CC1CC(C)CN(C(=O)C(C)N2CCN(S(=O)(=O)c3ccc(C(F)(F)F)cc3)CC2)C1 (stereo unspecified)	-2	-5	1	0	-4	-6	-2.6	-2	-1	-1
CC(=O)C1=C(O)C(=O)N(Cc2cccnc2)C1c1ccc(Cl)cc1 (stereo unspecified)	1	1	-2	0	-2	-6	-1.4	-1	1	-4
CCC(CC)C(=O)NCc1ccccc1OC	3	-3	-19	0	4	6	1.7	-5	-1	-1
COc1ccc(C(=O)/C(=C/c2cccs2)c2nc3ccccc3o2)cc1	-12	-4	-10	0	-8	-33	0.6	1	-7	1
CCOC(=O)[C@@H]1[C@H]2COc3ccc(Br)cc3[C@H]2N2C(=O)N(c3cccc(F)c3)C(=O)[C@]12C	-8	-19	11	0	-1	-38	-0.6	1	-1	7
COc1ccc(C2(C)NC(=O)N(CC(=O)NC(C)c3ccc(CC(C)C)cc3)C2=O)cc1 (stereo unspecified)	7	-9	5	-4	4	-25	-1.3	-8	-8	1
COc1cc(-c2noc(C)c2C(=O)N[C@@H](CO)Cc2ccccc2)cc(OC)c1OC	-5	6	-5	-3	0	5	1.3	-1	9	-2
COc1ccc(CCN2C(=O)CC(NCCc3ccc(S(N)(=O)=O)cc3)C2=O)cc1OC (stereo unspecified)	1	-3	8	-2	-2	1	-0.8	-6	-4	0
COc1cccc(C(=O)COc2ccc3ccc(=O)oc3c2)c1	-5	3	3	-1	0	-7	2.1	2	-1	1
O=C(c1ccc2c(=O)n(Cc3ccc4c(c3)OCO4)c(=S)[nH]c2c1)N1CCCCC1	-1	8	0	-3	0	-4	0.3	2	1	-5
COc1cc(C(=O)Nc2ccc3nc(N4CCN(C)CC4)cc(C)c3c2)cc(OC)c1OC	7	-4	29*	-1	-1	3	-1.2	-4	12	2
CC(NC(=O)COC(=O)c1ccc2c(=O)n3c(nc2c1)CCCCC3)c1ccccc1 (stereo unspecified)	-4	3	0	-3	0	-10	0.4	-2	1	5
Cc1ccc(-n2nc(C)c(C(C)(O)C(F)(F)F)c2N)cc1 (stereo unspecified)	8	8	-12	-2	4	-1	-0.4	-1	-27	0
CN(C)S(=O)(=O)N(CC(=O)N1CCN(c2ccccc2)CC1)c1ccccc1	1	0	15	2	0	-2	-3.1	-4	-2	-4
COC(=O)CSc1[nH]c2ccccc2c1[N+](=O)[O-]	-1	-10	-2	2	0	2	2.7	1	-7	0
CCOc1ccccc1NC(=O)COC(=O)c1ccc(S(=O)(=O)N2CCCC2)cc1	-2	3	3	0	3	-2	1.0	0	-6	-3
CN(C)S(=O)(=O)c1ccc(C(=O)Nc2ccc(Cl)cc2)cc1	1	-5	0	-2	4	-7	3.5	2	10	-9
CC(=O)c1ccc(N=C2C(=O)Nc3ccccc32)cc1	-2	-7	-6	-2	3	6	-1.4	0	4	1
O=C(Nc1ccc(Br)cc1)N1CCCCC1	0	-4	9	1	3	2	-1.2	-2	4	1
CCCS(=O)(=O)NCCc1cc2ccc(OC)cc2[nH]c1=O	-11	0	8	0	-4	-2	-1.6	0	-8	-1
COc1ccc(C(C(=O)NC2CCCC2)N(CCCO)C(=O)c2snc(C(N)=O)c2N)cc1 (stereo unspecified)	2	-1	4	-1	-1	6	-1.6	-3	0	-4
CC(O)(c1ccc(F)c(F)c1)c1nc(-c2cnc3ccccc3c2)cs1 (stereo unspecified)	-4	-28	-5	-2	-3	·	-2.1	2	1	-9
Cc1ccccc1OCC(=O)Nc1cccc(C(=O)O)c1	-2	-4	-2	0	2	7	-0.5	1	2	-1
CCOc1ccc(N(CC(=O)NN=C2CCCC2)S(C)(=O)=O)cc1	-7	3	-9	0	1	-2	-0.7	-2	-16	2
